ARFGAP1 inh – inhibitors of rat ARFGAP1 GAP activity, primary screen, biochemical, fluorescence polarization, GDP tracer. ADP-ribosylation factor GTPase-activating protein 1 (Rattus norvegicus), Q62848. Arfgap1-stimulated ARF1 GTP hydrolysis, GDP FP detection. inhibition, % at 16.5 µM. 360,000 tested, 0.26% active. AID 651572, 2012;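 active means inhibition above a per-plate limit, mean inhibition of low control wells plus 3 SD, cut at about 25% in these data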;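 further: 0% = DMSO wells with enzyme and 100% = wells lacking Arfgap1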
Target sequence (Q62848 1-136 limits assumed): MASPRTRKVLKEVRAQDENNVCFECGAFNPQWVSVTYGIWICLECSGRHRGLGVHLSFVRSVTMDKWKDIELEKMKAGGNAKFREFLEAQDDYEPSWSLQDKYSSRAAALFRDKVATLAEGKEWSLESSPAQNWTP
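Repeats: one replicate per compound; assay system: rat Arfgap1 catalytic domain, aa 1-136; times: enzyme reaction 120 min at 25 °C after 20 min preincubation; detection: FP of antibody-bound GDP Alexa 633 tracer, ex 620/em 688 nm; benchmarks: high control wells lacking Arfgap1, low control full reaction with DMSO; reagent: human ARF1(Δ1-17)-GTP substrate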
GC-A act – GC-A stimulated cGMP production enhancers – HEK293 GC-A cells, cGMP TR-FRET, EC30 ANP, primary screen | 0% at EC30 ANP, 100% saturating ANP | activation, % at 10 µM | 370,000 tested, 0.14% active; in the data active means activation above about 40%
ASAP1 inh – inhibitors of human ASAP1 ArfGAP activity, primary screen, biochemical, fluorescence polarization. Arf-GAP with SH3 domain, ANK repeat and PH domain-containing protein 1 (Homo sapiens), …. ASAP1-stimulated ARF1 GTP hydrolysis, GDP FP detection. inhibition, % at 16.5 µM. 360,000 tested, 0.19% active; in the data active means inhibition above about 25%;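 further: 0% = vehicle with enzyme and substrate and 100% = no enzyme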
rCAG RNA binder – binders of r(CAG) RNA repeats, primary screen, biochemical, fluorescence; r(CAG) RNA repeat, TO-PRO-1 dye displacement fluorescence; inhibition, % at 3 µM; 370,000 tested, 1.3% active; AID 651821, 2012;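 active means inhibition above the plate cutoff, the mean of all test compounds on that plate plus 3 SD, cut at about 35% in these data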;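 further: 0% = DMSO alone and 100% = 100 µM mitoxantrone as full dye displacement; higher means more dye released from RNA so lower well fluorescence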
NPR2 activator – human GC-B receptor activators, primary screen, HEK293 GC-B cells, cGMP TR-FRET, EC30 CNP; 0% at EC30 CNP, 100% saturating CNP; Atrial natriuretic peptide receptor 2 (Homo sapiens), P20594; 370,000 tested, 0.11% active; AID 1920062, 2024; activation, % at 10 µM;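 active means activation at 10 µM reaching about 35% in either raw or pattern-adjusted values, limit read from the data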
DDE Tn6 FP inh – inhibitors of Tn6 peptide binding to fibrin DD(E), primary screen, biochemical, fluorescence polarization, human fibrin, Tn6 probe; Fibrin DD(E) TRITC-Tn6 fluorescence polarization displacement; inhibition, % at 8.3 µM; 370,000 tested, 0.21% active;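 active means inhibition above a per-campaign cutoff: mean of compounds within control limits plus 3 SD, cut at about 15% in these data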;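 further: 0% = median of all compound wells on the plate and 100% = blocking peptide control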
Target sequence (P02675 whole entry, looked up): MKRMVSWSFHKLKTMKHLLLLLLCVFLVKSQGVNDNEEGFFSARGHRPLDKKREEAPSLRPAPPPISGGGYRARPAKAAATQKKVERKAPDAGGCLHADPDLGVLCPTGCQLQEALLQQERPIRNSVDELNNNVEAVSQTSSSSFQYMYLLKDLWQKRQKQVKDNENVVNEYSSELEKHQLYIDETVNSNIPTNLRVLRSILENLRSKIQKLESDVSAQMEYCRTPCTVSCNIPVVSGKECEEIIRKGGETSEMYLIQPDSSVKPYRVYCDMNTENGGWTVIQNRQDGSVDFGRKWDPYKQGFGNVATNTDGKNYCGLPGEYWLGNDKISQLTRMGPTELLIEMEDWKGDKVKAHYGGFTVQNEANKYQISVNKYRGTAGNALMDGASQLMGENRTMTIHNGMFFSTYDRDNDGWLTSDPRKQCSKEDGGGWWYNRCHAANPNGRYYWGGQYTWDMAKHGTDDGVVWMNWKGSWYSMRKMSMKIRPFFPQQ
proKLK7 act – proKLK7 zymogen activators, primary screen, biochemical, fluorescence intensity. activation, % at 7 µM. 370,000 tested, 0.9% active. purified proKLK7, EDANS-DABCYL substrate fluorescence; 100% is mature enzyme control, 0% vehicle. Kallikrein-7 (Homo sapiens), P49862;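 active means activation above the mean of all tested compounds plus 3 SD, computed per campaign excluding outliers beyond control limits, cut at about 13% in these data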
Target sequence (P49862 whole entry, looked up): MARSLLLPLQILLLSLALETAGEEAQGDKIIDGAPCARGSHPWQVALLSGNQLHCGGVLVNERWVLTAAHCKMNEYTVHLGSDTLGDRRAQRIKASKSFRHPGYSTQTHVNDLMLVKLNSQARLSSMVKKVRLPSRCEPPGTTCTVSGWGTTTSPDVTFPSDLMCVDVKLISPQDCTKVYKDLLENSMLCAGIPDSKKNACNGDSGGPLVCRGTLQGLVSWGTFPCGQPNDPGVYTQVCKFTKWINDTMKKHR
HGIII-sPLA2 inh – human group III sPLA2 inhibitors, primary screen, biochemical, QFRET, BODIPY PC-A2 liposome substrate. Group 3 secretory phospholipase A2 (Homo sapiens), Q9NZ20. QFRET BODIPY PC-A2 liposome hydrolysis, fluorescence. inhibition, % at 12.2 µM. 370,000 tested, 0.56% active;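 active means inhibition above mean plus 3 SD of compounds lying within the high and low control bounds, cut at about 19% in these data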;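 further: 0% = median of test compound wells and 100% = no enzyme DMSO wells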
GAA850 FXN act – FXN promoter activators, primary screen, cell-based, luciferase luminescence, HEK293 lucGAA850. activation, % at 6 µM. 360,000 tested, 0.56% active. HEK293 lucGAA850 FXN promoter luciferase reporter, 24 h; percent of 10 µM SAHA response;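 active means activation above the average of all compounds screened plus 3 SD, cutoff fixed separately per campaign, cut at about 7.5% in these data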;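 further: 0% = DMSO wells and 100% = 10 µM SAHA wells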
ADAM10 inh – human ADAM10 inhibitors, primary screen, biochemical, QFRET, HTS | recombinant ADAM10, EDANS/DABCYL FRET peptide cleavage, 3 h | Disintegrin and metalloproteinase domain-containing protein 10 (Homo sapiens), O14672 | inhibition, % at 7 µM | 370,000 tested, 0.62% active;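 active means inhibition above a per-campaign cutoff equal to the mean of compounds falling between control-based bounds plus 3 SD, cut at about 20% in these data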;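 further: 0% = DMSO wells while the 100% control is not disclosed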
* = called active by the depositor; nt = no result given.

SMILES | ARFGAP1 inh | GC-A act | ASAP1 inh | rCAG RNA binder | NPR2 activator | DDE Tn6 FP inh | proKLK7 act | HGIII-sPLA2 inh | GAA850 FXN act | ADAM10 inh
Cc1cccc(Nc2nn3c(=O)c4ccccc4nc3s2)c1 | 7 | 18 | -3 | 0 | 22 | -5 | -0.8 | 2 | 2.8 | -4
CCC(OC(=O)c1ccco1)C(=O)NCc1ccco1 (configuration not stated) | 5 | 2 | -6 | 0 | -1 | -7 | -0.3 | 1 | -1.2 | 1
CC(C)(C)OC(=O)NNC(=O)NC12CC3CC(CC(C3)C1)C2 | 9 | -1 | -3 | -6 | -3 | 1 | -0.1 | -12 | 1.7 | -1
O=C(O)c1cccc(NC(=O)c2ccc(Cl)c(S(=O)(=O)N3CCCCCC3)c2)c1 | 1 | 6 | -6 | 35* | 3 | 2 | -0.5 | -9 | 4.2 | 1
C/C(=N/OC(=O)c1ccc(Cl)cc1Cl)c1oc(C)nc1C | 5 | 4 | -5 | -7 | -5 | 7 | -0.3 | 0 | -1.0 | 0
CS(=O)(=O)NCC(c1cccnc1)N1CCN(c2ccccc2F)CC1 (configuration not stated) | 6 | 0 | -8 | -3 | 10 | 7 | -0.3 | -1 | 1.1 | 0
CCC(C)(C(=O)NC1CCCC1)N(C(=O)c1ccccn1)c1ccc(C)cc1 (configuration not stated) | 1 | 1 | -5 | -11 | -4 | -7 | -0.3 | -3 | 0.9 | -3
COc1ccc(OC)c(NC(=O)CN2c3cccc4cccc(c34)S2(=O)=O)c1 | 9 | -6 | 4 | 7 | -4 | -2 | 0.3 | -6 | 1.3 | -75
Oc1cccc(NC(=S)N=Nc2c(O)[nH]c3ccccc23)c1 | 10 | -8 | 6 | 13 | -3 | -3 | 0.0 | 15 | 2.0 | -1
CCN(CC(=O)Nc1ccc2c(c1)OCO2)Cc1nc2ccccc2c(=O)[nH]1 | -7 | -1 | -8 | -4 | 0 | 8 | -0.6 | 1 | 1.8 | -20
COC(=O)c1cc(Br)c(=O)n(CC(C)C)c1 | -6 | 1 | -7 | 2 | 0 | -1 | 0.1 | 3 | 4.2 | -4
Oc1c(CN2CCOCC2)cc(CN2CCOCC2)c(O)c1CN1CCOCC1 | 1 | 3 | 4 | 11 | 1 | -2 | 2.8 | -5 | -0.3 | -7
CCCS(=O)(=O)N1CCCC(C(=O)NCCc2cccc(C)c2)C1 (configuration not stated) | -7 | 0 | 4 | -2 | 8 | -1 | 0.5 | -2 | -1.0 | -6
Cc1cc(NC(=O)c2cc3n(n2)C(C(F)(F)F)CC(c2ccc(Cl)c(Cl)c2)N3)no1 (configuration not stated) | -12 | -3 | 6 | 1 | -1 | 10 | -0.6 | -3 | 1.0 | 7
O=C1/C(=C/c2cccnc2)SC(=S)N1c1ccc(F)cc1 | 7 | 1 | 0 | 0 | 2 | 5 | -0.4 | 10 | 0.2 | -6
Cc1ccc(OCCC(=O)OCC(=O)NC(=O)NCc2ccccc2)cc1 | 1 | 3 | -14 | -5 | 1 | 2 | 0.5 | -9 | 0.0 | 5
COCC(=O)Nc1sc2c(c1C(=O)OC)C(C(=O)OC)CC2 (configuration not stated) | 13 | 1 | 16 | 5 | 1 | 0 | 0.5 | 9 | -1.7 | 1
CC(=O)Nc1cc(NC(=O)CCCC(=O)O)ccc1Cl | 3 | 6 | 12 | -2 | -2 | 7 | -0.1 | -4 | -0.2 | -5
Cc1ccc(NC(=O)OCCNC(=O)c2ccncc2)cc1 | -3 | 1 | -17 | -3 | 2 | 4 | -0.5 | 1 | 1.2 | 13
NC(=O)c1ccc(NC(=O)CCN=C2NS(=O)(=O)c3ccccc32)cc1 | 10 | 0 | 10 | 3 | 0 | 0 | 0.0 | 3 | 0.7 | -10
CC(C)NC(=S)N/N=C/c1cccnc1 | 6 | 5 | 1 | -1 | 6 | -11 | 0.4 | -1 | 0.0 | 4
Cc1cccc(COc2ccc(/C=N/NC(=O)c3nnn(-c4nonc4N)c3CN3CCCCC3)cc2)c1 | 9 | -3 | 3 | 5 | 2 | 1 | 0.6 | -3 | 1.3 | 5
Cc1ccc(Nc2nc(-c3cccs3)cs2)nc1 | 8 | 6 | 10 | 7 | -4 | -12 | 0.8 | -2 | -2.7 | -15
O=C(Cn1cnc2c(nnn2-c2ccc(F)cc2)c1=O)NCC1CCCO1 (configuration not stated) | -3 | -1 | -2 | -2 | 2 | 10 | 0.4 | 3 | -3.5 | -9
C[C@H]1Cn2cnc(C(=O)N3CCN(c4ccccc4)CC3)c2C(=O)N1 | -2 | -3 | 5 | 6 | -3 | 7 | 0.5 | -6 | nt | -8
(next part)
SMILES | ARFGAP1 inh | GC-A act | ASAP1 inh | rCAG RNA binder | NPR2 activator | DDE Tn6 FP inh | proKLK7 act | HGIII-sPLA2 inh | GAA850 FXN act | ADAM10 inh
O=C(CN1C(=O)NC2(CCCCC2)C1=O)Nc1cccc(S(=O)(=O)N2CCCC2)c1 | -1 | -5 | 7 | 5 | 0 | 3 | 0.4 | -16 | 1.1 | -6
CCOc1ccc(/C=C2/SC(=S)N(n3c(C)ccc3C)C2=O)cc1 | 10 | -3 | -6 | 8 | -1 | 1 | 0.3 | 0 | 1.7 | -11
COc1ccccc1CCN1C(=S)NC(C)(C)CC1(C)O (configuration not stated) | 8 | nt | 0 | -6 | nt | 8 | 0.0 | 13 | -0.5 | 3
COc1ccc(S(=O)(=O)N(C)C)cc1NCC(=O)Nc1ccc(Br)cc1F | 0 | 1 | 2 | 2 | -2 | -1 | -0.2 | -5 | 0.8 | -9
CCN(C(=O)Cc1c(C(=O)O)n(C)c2ccccc12)c1cccc(C)c1 | -3 | 4 | -10 | 9 | -2 | 1 | 0.2 | 0 | 1.1 | -7
CCc1nnc(NS(=O)(=O)c2ccc(N/C=C\C(=O)c3ccc(C)cc3)cc2)s1 | -19 | -8 | 4 | 55* | -7 | -4 | -0.8 | -46 | 6.5 | -7
C/C(=N/Nc1ccc(C(=O)O)cc1)c1ccc2c(c1)Nc1ccccc1S2 | 5 | 7 | 20 | 45* | 0 | -1 | 4.2 | -5 | 3.4 | -62
Cc1c(NC(=O)c2cc(-n3cnnc3)ccc2Cl)cccc1-c1nc2ccccc2o1 | 6 | 1 | 0 | 10 | 5 | -5 | 0.0 | 0 | -0.9 | 7
O=C(CO/N=C/c1ccccc1OC(F)F)NC1CCCCC1 | -4 | 2 | -8 | -6 | 3 | -9 | -0.2 | 0 | 0.6 | 2
O=C(COc1coc(CN2CCN(c3cccc(Cl)c3)CC2)cc1=O)NC1CCCC1 | 7 | 1 | -8 | -4 | -1 | 1 | 0.6 | -1 | -1.2 | 1
N#C/C(=C/c1cc(Cl)c(O)c(Cl)c1)C(=O)N1CCCCC1 | -6 | 2 | -8 | 1 | 6 | -10 | -0.3 | -4 | 3.0 | -1
CC1CCCN(C(=O)c2ccc(-c3ccccc3Cl)o2)C1 (configuration not stated) | -6 | -2 | -8 | -7 | -4 | 7 | -0.1 | -7 | 3.8 | 9
O=C(CCCOc1ccc(Cl)cc1Cl)Nc1ccc(O)cc1C(=O)O | -1 | -3 | 9 | 22 | 3 | 1 | -1.3 | -14 | 0.0 | -21
COc1ccccc1CN1C[C@@H]2C[C@@H](C3=Cc4cc(Cl)ccc4OC3)N3CCC[C@@]23C1=O | -4 | -4 | -8 | 0 | -6 | -8 | 0.3 | -13 | 4.1 | 5
O=S(=O)(NCc1ccccc1)c1cccc2nonc12 | -3 | 0 | 3 | 6 | 2 | -2 | 0.1 | -2 | -0.2 | 3
COC(=O)[C@]12C[C@H](CC(=O)N3CCN(C(=O)C4CC4)CC3)C(=O)N(Cc3ccc(Cl)cc3Cl)C1=C[C@H](C(C)(C)C)O[C@@H]2C | nt | -9 | nt | 8 | -3 | -2 | 1.1 | -1 | nt | 4
COC(=O)C1CCN(C(=O)Nc2ccc(OC)cc2)CC1 | 1 | -1 | 9 | 5 | 2 | -4 | -0.7 | 2 | -0.8 | 3
C[C@@H](NC(=O)[C@@H]1CCCN1C(=O)[C@@H]1CCCN1)c1ccccc1 | 2 | 1 | -10 | 2 | 11 | 0 | -0.1 | 2 | nt | -10
Cc1nnc(SCC(=O)NC2CCCc3c2cnn3-c2ccccc2F)o1 (configuration not stated) | 5 | 5 | 1 | -3 | 3 | 4 | 0.8 | 1 | 1.7 | -6
CC(C)NC(=O)CN(C)S(=O)(=O)c1ccc(F)cc1 | -12 | 3 | -12 | 1 | 1 | 1 | 0.1 | 1 | 2.3 | 7
CN(C)C(CNC(=O)CCCN1C(=O)c2cccc3cccc(c23)C1=O)c1ccccc1 (configuration not stated) | 0 | -5 | -1 | 2 | -1 | -1 | 2.2 | 5 | -1.3 | -289
COc1cc(NC(=O)COC(=O)c2cc(S(=O)(=O)N3CCOCC3)ccc2F)cc(OC)c1 | -5 | 12 | 3 | 2 | 7 | 5 | -0.1 | -10 | 0.1 | -11
Cc1ccc(-n2c(SCC(=O)Nc3cc(C)on3)nc3c(c2=O)SC(C)C3)cc1 (configuration not stated) | 8 | 2 | 5 | 2 | 6 | 1 | -0.5 | 5 | -0.9 | -5
COc1ccc(CNS(=O)(=O)c2cc3c4c(c2)CCN4C(=O)CC3)cc1 | 4 | 2 | 3 | -1 | -1 | -12 | -0.3 | 6 | -3.1 | -8
COc1cccc(CN2CCN(C(=O)c3ccco3)CC2)c1 | -9 | -1 | -9 | -2 | 2 | 3 | 0.2 | 1 | 1.9 | -1
COCc1nc(-c2cc(OC)c(OC)c(OC)c2)no1 | 5 | 0 | -4 | 2 | 0 | 3 | -0.1 | 6 | -0.4 | -10
COc1ccccc1N1CCN(C(=O)c2cccs2)CC1 | -7 | 5 | 3 | 0 | -1 | 2 | -0.3 | 6 | 0.2 | 3
O=C(O)c1ccc(Nc2nc(-c3cccnc3)cs2)cc1 | -1 | -2 | 0 | 1 | 3 | 2 | -0.9 | 2 | 3.8 | -2

Another view of 4 compounds above.
Values in the order – ARFGAP1 inh, GC-A act, ASAP1 inh, rCAG RNA binder, NPR2 activator, DDE Tn6 FP inh, proKLK7 act, HGIII-sPLA2 inh, GAA850 FXN act, ADAM10 inh
O=S(=O)(NCc1ccccc1)c1cccc2nonc12
    -3, 0, 3, 6, 2, -2, 0.1, -2, -0.2, 3
CC1CCCN(C(=O)c2ccc(-c3ccccc3Cl)o2)C1 (configuration not stated)
    -6, -2, -8, -7, -4, 7, -0.1, -7, 3.8, 9
COCc1nc(-c2cc(OC)c(OC)c(OC)c2)no1
    5, 0, -4, 2, 0, 3, -0.1, 6, -0.4, -10
C[C@@H](NC(=O)[C@@H]1CCCN1C(=O)[C@@H]1CCCN1)c1ccccc1
    2, 1, -10, 2, 11, 0, -0.1, 2, nt, -10
